Assay outcomes: PubChem, several laboratories
IDE act: IDE (human) activation, cell-based. P14735. activation, % at 5.96 µM. AID 493087. actives 0.073% (n = 340,000). HEK cells, FAbeta-B cleavage, fluorescence polarization; 0% vehicle, 100% cell-free pure enzyme wells;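 active means activation above the mean of all tested compounds plus 3 SD, set per screening campaign, cut at about 17% in these data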
Target sequence (P14735 whole entry, looked up): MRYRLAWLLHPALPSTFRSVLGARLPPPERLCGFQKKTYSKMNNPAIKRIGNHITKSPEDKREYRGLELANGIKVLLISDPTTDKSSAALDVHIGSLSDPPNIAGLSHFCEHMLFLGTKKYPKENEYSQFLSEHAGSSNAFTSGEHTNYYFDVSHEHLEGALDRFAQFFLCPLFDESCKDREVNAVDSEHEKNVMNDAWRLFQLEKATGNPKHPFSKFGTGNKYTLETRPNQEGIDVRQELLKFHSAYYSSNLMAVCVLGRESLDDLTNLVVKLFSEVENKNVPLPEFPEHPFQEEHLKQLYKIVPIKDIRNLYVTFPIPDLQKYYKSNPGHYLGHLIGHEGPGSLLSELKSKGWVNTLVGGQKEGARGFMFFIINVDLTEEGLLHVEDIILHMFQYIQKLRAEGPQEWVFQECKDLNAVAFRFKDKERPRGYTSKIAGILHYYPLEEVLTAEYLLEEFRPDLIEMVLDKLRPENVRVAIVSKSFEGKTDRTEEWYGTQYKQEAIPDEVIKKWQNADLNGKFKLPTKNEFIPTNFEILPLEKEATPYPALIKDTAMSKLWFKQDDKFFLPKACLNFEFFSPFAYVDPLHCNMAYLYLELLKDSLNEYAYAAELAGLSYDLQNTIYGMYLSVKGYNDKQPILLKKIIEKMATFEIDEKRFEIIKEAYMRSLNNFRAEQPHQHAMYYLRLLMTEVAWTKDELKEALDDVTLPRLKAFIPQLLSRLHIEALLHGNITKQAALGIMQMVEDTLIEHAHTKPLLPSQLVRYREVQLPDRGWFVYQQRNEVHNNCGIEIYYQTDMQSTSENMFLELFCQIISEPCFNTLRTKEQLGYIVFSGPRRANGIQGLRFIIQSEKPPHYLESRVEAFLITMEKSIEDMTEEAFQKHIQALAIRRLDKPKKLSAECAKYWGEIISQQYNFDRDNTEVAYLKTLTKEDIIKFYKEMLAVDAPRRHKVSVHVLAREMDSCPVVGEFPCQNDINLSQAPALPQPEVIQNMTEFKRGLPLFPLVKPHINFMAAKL
pCIP destab: compounds decreasing mouse p/CIP protein stability; decrease of EGFP signal, % at 10 µM; Q05BA5; F442A p/CIP-EGFP cells, EGFP fluorescence, 16 h; actives 0.01% (n = 290,000);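 active means EGFP signal decrease of at least 30% at 10 µM or well 3 SD below plate mean, unless failing retest; inactive means the rest, including hits failing retest or dose response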; further: some compounds called inactive have numbers as strong as hits; many of its hits are not listed in these tables
VIM-2 inh: inhibitors of Pseudomonas aeruginosa VIM-2 metallo-beta-lactamase. inhibition, % at 5.6 µM. purified VIM-2, nitrocefin hydrolysis, epi-absorbance fluorescence. actives 0.89% (n = 290,000);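 active means inhibition above the mean of all tested compounds plus 3 SD, cutoff set per screening run, cut at about 7.5% in these data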;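 further: red hydrolysis product quenches plate fluorescence so inhibitors raise well fluorescence; 0% = enzyme with DMSO and 100% = DMSO without enzyme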
DNA FID counter: counter-screen for HCV NS3 helicase inhibitors: DNA intercalator displacement; DNA fluorescent intercalator displacement, fluorescence; AID 1845; inhibition, % at 7.9 µM; actives 0.17% (n = 290,000); in the data active means inhibition above about 37%;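 further: 0% = vehicle and 100% = reference compound; higher means more ethidium bromide displaced from hairpin DNA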
UBC9 SUMO inh: SUMOylation inhibition | actives 0.36% (n = 290,000) | P63279 | HTRF SUMOylation assay, SAE1/SAE2 + UBC9, in vitro | inhibition, % at 35 µM | AID 2006; in the data active means inhibition above about 50%, passing the limit was not always enough; further: strong numbers were not always called active
IDE cell inh: cellular human IDE inhibition; P14735; HEK cells, FAbetaB cleavage, fluorescence polarization; inhibition, % at 5.59 µM; actives 0.41% (n = 320,000); AID 434962;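 active means percent inhibition above the average of all tested compounds plus 3 SD, set per screening campaign, cut at about 16% in these data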;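 further: IDE supplied by intact live HEK cells; FP after avidin binding of uncleaved biotin substrate so inhibition keeps polarization high; 0% = DMSO wells and 100% = 60 µM reference IDE inhibitor Ii1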
IMP-1 inh: inhibitors of Pseudomonas aeruginosa IMP-1 metallo-beta-lactamase; purified IMP-1, nitrocefin hydrolysis, epi-absorbance fluorescence; inhibition, % at 5.6 µM; actives 0.45% (n = 290,000);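 active means inhibition above the mean plus 3 SD of all compounds in the same screening run, cut at about 4.5% in these data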;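 further: 0% = IMP-1 with DMSO and 100% = DMSO wells lacking enzyme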
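Material – recombinant IMP-1 enzyme, purified · Amount – IMP-1 0.2 nM before substrate addition · Medium – HEPES buffer pH 7.1 with ZnSO4 and Brij 35 · Timing – 25 °C, 15 min preincubation, 25 min reaction · Measured by – plate fluorescence quenching by hydrolysis product, ex 480/em 530 nm · Read-out – percent enzyme inhibition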
NS3 helicase inh: blocks Hepatitis C virus NS3 helicase unwinding; NS3 helicase DNA unwinding, Cy5 molecular beacon fluorescence; inhibition, % at 10.9 µM; actives 0.56% (n = 290,000); AID 1800;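 active means inhibition above the mean of all tested compounds plus 3 SD, set per campaign, cut at about 35% in these data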;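 further: 0% = DMSO wells and 100% = thioflavine S control wells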
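Assay system – hepatitis C virus NS3 helicase domain fragment enzyme · Buffer or medium – MOPS pH 6.5, MgCl2, DTT, Tween20, BSA · Reagent – Cy5/quencher beacon DNA duplex and ATP to start · Compound – single 10.9 µM dose · Timing – 1 h at 25 °C · Technique – Cy5 beacon fluorescence read at start and 1 h · Measure – % inhibition of unwinding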
PfM18AAP inh: PfM18AAP enzyme inhibition; recombinant PfM18AAP, H-Glu-NHMec fluorogenic cleavage; inhibition, % at 7.35 µM; actives 1.2% (n = 290,000);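 active means inhibition above the campaign mean inhibition over all tested compounds plus 3 SD, cut at about 28% in these data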;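 further: 0% = plate median of test compound wells and 100% = 2 mM ZnCl2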
Numbers without * were called inactive; · = no result given.

| SMILES | IDE act | pCIP destab | VIM-2 inh | DNA FID counter | UBC9 SUMO inh | IDE cell inh | IMP-1 inh | NS3 helicase inh | PfM18AAP inh |
| --- | --- | --- | --- | --- | --- | --- | --- | --- | --- |
| O=C(N/C(=C\c1ccc(Br)cc1)C(=O)N1CCOCC1)c1ccco1 | 0 | -12 | 0.1 | -17 | 10 | -2 | -1.3 | 2 | -1 |
| Cc1onc(-c2ccccc2)c1-c1n[nH]c(=S)n1-c1ccccc1Cl | -4 | -8 | -4.3 | -12 | -4 | 2 | -2.7 | -1 | 17 |
| CCn1c(SCC(=O)Nc2ccc(Cl)cc2)nc2nc3c(cc2c1=O)CCCC3 | 0 | -1 | -2.7 | -12 | -11 | 14 | -1.9 | 16 | 8 |
| O=C(c1ccc(OC2CCN(C/C=C/c3ccc(F)cc3)CC2)cc1)N1CCCCC1 | 7 | -3 | -0.8 | 22 | -1 | 4 | -3.3 | -62 | 1 |
| CN(C(=O)c1ccc(-c2nn(C)c(=O)c3ccccc23)cc1)C1CCCCC1 | -5 | -30 | -1.2 | -43 | -2 | 9 | -2.9 | 11 | 6 |
| CCCCOc1ccc(C2OC34CCCCC3C(C#N)(C#N)C2(C#N)C(=N)O4)cc1 (stereo unspecified) | 0 | -9 | -0.5 | -4 | 26 | -2 | -0.6 | 0 | 14 |
| Cc1ccnc(SC2CC(=O)N(c3ccc([N+](=O)[O-])cc3)C2=O)n1 (stereo unspecified) | -6 | -13 | -2.1 | -3 | 2 | -13 | -6.1 | 4 | 9 |
| O=C(COc1ccc(Br)cc1Br)NC(=S)Nc1cccc(CO)c1 | 2 | -1 | -2.0 | -2 | 6 | 8 | 1.4 | -5 | -14 |
| Nc1ccc(C2=Nc3cccc4cccc(c34)N2)cc1 | 0 | 5 | -4.5 | 12 | 7 | · | -3.5 | -30 | -1 |
| CCn1cc(/C=C(\NC(=O)c2ccccc2F)C(=O)NCCCN2CCOCC2)c2ccccc21 | 2 | -5 | -0.7 | 25 | 16 | -4 | -0.8 | -7 | 0 |
| CC(=O)NC(N1CCCCC1)C(F)(F)C(F)(F)C(F)(F)C(F)F (stereo unspecified) | 3 | -6 | -1.9 | -5 | 6 | -5 | -4.3 | -1 | 1 |
| COc1ccc(Cl)cc1S(=O)(=O)N1CCC(C(=O)NCCC2=CCCCC2)CC1 | -1 | 4 | -1.1 | -39 | -4 | 1 | -3.2 | -11 | 0 |
| Cc1ccc(CNC(=O)C2CCCN2S(=O)(=O)c2ccc3c(c2)C(C)(C)C(=O)N3C)cc1 (stereo unspecified) | 9 | 4 | -0.8 | -42 | 3 | 3 | -1.8 | -20 | -6 |
| COc1ccc(C2CC(C)=NN2C=O)cc1OC (stereo unspecified) | 6 | -6 | -2.0 | 0 | 2 | -1 | -6.0 | -3 | -8 |
| O=C(Nc1ccc(S(=O)(=O)Nc2cnc3ccccc3n2)cc1)c1cccc(OC(F)F)c1 | 3 | -18 | -2.3 | -18 | 16 | 2 | -2.5 | -11 | 0 |
| CCOc1cccc(C(=O)Nc2nnc(-c3ccco3)s2)c1 | -3 | 10 | -4.4 | -5 | 9 | 2 | -3.0 | 6 | -5 |
| CCOc1ccc(CCNC(=O)CCC(=O)N2CCOc3ccc(C)cc32)cc1OCC | 1 | 2 | -2.5 | -49 | 11 | 3 | -1.6 | -17 | 1 |
| NC(=O)C1CCN(C2CC(=O)NC2=O)CC1 (stereo unspecified) | 0 | 3 | -0.9 | 18 | 11 | 3 | -2.7 | 5 | 4 |
| COC(=O)Nc1nc(-c2ccccc2)c(C(=O)c2ccccc2)s1 | 6 | -22 | -1.2 | -10 | 8 | -12 | -5.0 | -4 | -7 |
| Cc1nn(-c2ccccc2)c(NC(=O)c2cccs2)c(-c2ccccc2)c1=O | -4 | -10 | -2.1 | 0 | 0 | 0 | -2.3 | -6 | -2 |
| COc1cccc(/C=C2\Oc3cc(OCC(=O)N4CCCCC4)ccc3C2=O)c1OC | -1 | -34 | 0.3 | -43 | 13 | 3 | -3.0 | 0 | 10 |
| CCOC(=O)C(=O)N/N=C/c1ccc(F)cc1 | 5 | -8 | -3.1 | -4 | -7 | 5 | -3.9 | -18 | 5 |
| O=C1OCC2=C1C(c1ccccc1)CC(=O)N2c1ccccc1 (stereo unspecified) | 3 | 8 | -1.6 | -2 | 13 | -1 | -0.7 | -3 | 2 |
| Cc1cccc2cc(/C=N/NC(=O)CN3CCOCC3)c(Cl)nc12 | 1 | -2 | -0.9 | -9 | 32 | 1 | -2.9 | 1 | -3 |
| C=C1CC2C(CCC3(C)C2CCC3(O)C(C)=O)C2(C)CCC(=O)C=C12 (stereo unspecified) | 0 | -16 | 0.7 | -30 | 6 | -5 | 0.6 | 12 | 5 |
| CCn1c(=O)c2c(nc3n2CCCN3CCc2ccc(OC)c(OC)c2)n(C)c1=O | 2 | 2 | -1.0 | -41 | -6 | · | 0.2 | 9 | 10 |
| Cc1nonc1NC(=O)CSc1nc2ccccc2cc1C#N | -1 | -24 | -5.1 | 2 | 1 | 12 | -3.7 | -1 | 13 |
| O=C(COC(=O)C12CC3CC(CC(C3)C1)C2)NCCc1ccccc1 | -3 | 0 | 0.6 | -27 | -8 | 3 | -3.3 | 1 | -4 |
| COc1ccc(OC)c(NC(=O)CNC(=O)c2ccc([N+](=O)[O-])cc2)c1 | 6 | -10 | -2.8 | 9 | 9 | 1 | -3.2 | 6 | 5 |
| Cn1cc(Br)c(C(=O)n2cc(Br)cn2)n1 | 3 | -2 | 0.3 | 3 | 3 | -1 | -0.2 | 2 | -6 |
| COc1cc(OC)cc(C(=O)NNC(=S)Nc2ccc(S(N)(=O)=O)cc2)c1 | 2 | 4 | -0.9 | -6 | -4 | 3 | -1.0 | 4 | 10 |
| Cc1cc(C)cc(NC(=O)CSc2nc3c(oc4ccccc43)c(=O)n2-c2ccccc2)c1 | 1 | -18 | 1.7 | 5 | -7 | 2 | -1.1 | 4 | 0 |
| O=C(CCc1nnc2ccc(N3CCC4(CC3)OCCO4)nn12)Nc1cc(F)ccc1F | 4 | -2 | 0.2 | -33 | 8 | -4 | -1.2 | -9 | -2 |
| Cc1ccccc1NC(=O)Cc1nnc(N)s1 | 5 | -13 | -1.1 | -4 | 5 | 13 | -2.7 | 0 | 2 |
| N#CC(c1ccncc1)(c1ncc(C(F)(F)F)cc1Cl)N1CCOCC1 (stereo unspecified) | 5 | 0 | -1.7 | -25 | 12 | -8 | -12 | 14 | 5 |
| CCOc1ccc(Cn2c(=O)sc3ccccc32)cc1OC | 1 | -15 | 0.6 | -38 | 6 | -3 | 1.2 | -5 | 7 |
| CC(=O)c1c(O)c2ccccc2n(C(C)C)c1=O | -1 | 3 | -2.0 | -1 | 11 | -1 | -1.5 | 2 | -5 |
| O=C(Cn1c(C(=O)OCCO)cc2ccccc21)c1ccccc1 | -6 | -8 | -0.1 | -10 | 5 | 1 | -2.0 | 4 | 4 |
| CCOc1ccc(C(=O)NCC(=O)NCC2CCCCC2)cc1OCC | 1 | 7 | -2.9 | -34 | 1 | -7 | -1.0 | 2 | -1 |
| O=C(N/N=C/c1ccco1)c1cccc(N2Cc3ccccc3C2)c1 | 4 | -9 | -3.4 | -17 | 27 | -1 | -2.2 | 8 | 5 |
| CC(=O)N(Cc1nc2sc(C)c(C)c2c(=O)[nH]1)C1CCCC1 | 1 | -9 | -2.0 | -15 | 8 | 0 | 0.9 | 1 | -10 |
| CCN(CC)C(=O)CSc1nnc(COc2cccc(C)c2)n1C | · | 8 | -1.1 | -17 | 7 | 5 | -2.4 | 5 | -8 |
| Cn1c(=O)c2c(ncn2CC(=O)Nc2ccccc2N2CCOCC2)n(C)c1=O | 3 | -2 | -1.7 | -4 | 5 | 6 | -3.0 | -5 | 1 |
| CCCCc1cc(=O)oc2cc(OS(C)(=O)=O)ccc12 | -3 | -9 | -2.9 | -9 | 10 | 5 | -4.1 | 0 | 8 |
| O=C(NCCNC(=O)c1ccc(-c2ccc(Cl)c(Cl)c2)o1)c1cnccn1 | 3 | -2 | -2.3 | -39 | · | 0 | -2.4 | -14 | 9 |
| COc1ccc(N2CCN(C(=O)CCC(=O)N3CCOc4ccc(C)cc43)CC2)cc1 | 0 | 2 | -4.5 | -41 | 1 | 1 | -3.2 | -8 | 8 |
| O=C(Cc1ccccc1F)Nc1ccccc1-c1ccccc1 | -1 | 9 | -1.8 | -13 | -8 | -2 | -2.4 | 1 | 0 |
| CCOc1ccccc1N(CC(=O)Nc1cccnc1)S(C)(=O)=O | 2 | -12 | -0.2 | -1 | 16 | -2 | -3.5 | -1 | 3 |
| O=C(CCCN1C(=O)c2cccnc2C1=O)Nc1ccc(F)cc1Cl | 3 | -6 | -2.8 | -5 | 22 | -5 | -2.8 | 1 | -1 |
| COc1ccccc1NC(=O)c1ccc2nc(C)c(C)nc2c1 | 7 | -14 | -2.2 | -20 | 0 | 2 | -2.2 | 5 | 2 |
| Cc1onc(-c2ccccc2Cl)c1C(=O)NC(=S)Nc1ccc(C(C)(C)C)cc1 | 5 | -6 | -0.6 | -18 | 16 | 7 | -2.3 | 29 | -17 |
| COc1cc(NC(=O)c2ccc(Cl)cc2Cl)ccc1NC(=O)c1cccs1 | -5 | -8 | -2.2 | -2 | 22 | 8 | -4.3 | 1 | -1 |
| CC1CCN(c2c(NCC3CCC(C(=O)NCc4ccccc4Cl)CC3)c(=O)c2=O)CC1 (stereo unspecified) | -11 | -3 | -3.5 | -6 | 20 | 8 | -2.9 | 12 | 1 |
| CCOc1ccccc1-n1c(C)nc2cc(C(=O)O)ccc21 | 3 | 0 | -5.4 | -2 | 3 | -5 | -1.8 | -3 | 0 |
| COc1ccc(CN(C)CC(=O)Nc2ccc(SC(F)F)cc2)cc1OC | 4 | -8 | -0.9 | 3 | 5 | 0 | -1.4 | 4 | -12 |
| O=c1ccc2ccc(Oc3ccc([N+](=O)[O-])cc3Cl)cc2o1 | 9 | 3 | -2.7 | -1 | 8 | 4 | -1.8 | -3 | -6 |
| O=C(COC(=O)Cn1cnc2ccccc21)Nc1cccc2c1C(=O)c1ccccc1C2=O | 3 | -12 | 0.0 | 4 | 29 | 6 | -0.9 | 2 | -4 |
| NC(=S)N/N=C1\CCOc2ccc(F)cc21 | 7 | -1 | 4.6 | -4 | 10 | 7 | 2.4 | 9 | -6 |
| N#Cc1c(-c2ccc3c(c2)OCO3)ccn2nc(-c3cccc(C(F)(F)F)c3)nc12 | 3 | -17 | -4.4 | 8 | 14 | 1 | -3.1 | 5 | -6 |
| CN(C)/C=C(\C=O)c1ccc(Cl)cc1Cl | -1 | -21 | -5.8 | -4 | 9 | -1 | -1.4 | -9 | -10 |
| Cc1nn(-c2ccccc2)nc1C(N)=O | 9 | 10 | -2.1 | -1 | 11 | -2 | -0.4 | -10 | 5 |
